Screening data (PubChem)
BH1578 lux ind = quorum light induction in luxS cqsA deficient V. cholerae; AID 588436; 350,000 tested, 0.16% active; V. cholerae BH1578 lux reporter, luminescence, 6 h; activation, % at 18.7 µM; in the data active = activation mostly above about 9.7%, no sharp cut-off; note: not every result past the cut was called active; inactives centre near 0; reference of the scale not given here
Yp Topo-I inh = blocks Yersinia pestis topoisomerase I activity. Y. pestis Topo-I cleavage product accumulation, plate reader. activity, % at 10 µM. 360,000 tested, 0.064% active. AID 504884; in the data active = activity above about 50%, passing the limit was not always enough; note: inactives centre near 2
VHR inh abs = inhibitors of human VHR1 phosphatase (DUSP3). inhibition, % at 13.3 µM. recombinant VHR phosphatase, pNPP absorbance. 290,000 tested, 0.52% active; in the data active = inhibition above about 50%; note: some compounds called inactive have numbers as strong as hits
Target sequence (P51452 whole entry, looked up): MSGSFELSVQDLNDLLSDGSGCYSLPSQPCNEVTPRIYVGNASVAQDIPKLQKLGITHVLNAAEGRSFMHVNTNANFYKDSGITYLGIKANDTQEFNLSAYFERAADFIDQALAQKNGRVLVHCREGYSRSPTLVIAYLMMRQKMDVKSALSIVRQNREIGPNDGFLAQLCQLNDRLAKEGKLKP
CCHFV vOTU inh = CCHFV vOTU protease inhibition; Pep-AMC fluorescence; 370,000 tested, 0.55% active; inhibition, % at 11.5 µM; AID 651958; in the data active = inhibition above about 30%; note: 0% = vehicle wells with enzyme and 100% = no enzyme wells
PfHsp40 rescue = restores yeast growth despite PfHsp40 toxicity; AID 504582; growth rescue, % at 12.5 µM; S. cerevisiae expressing PfHsp40, growth rescue, ATP luminescence; 340,000 tested, 0.68% active; in the data active = growth rescue above about 28%, passing the limit was not always enough;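 note: yeast W303a lacking pdr1 and pdr3 grown in galactose medium; growth measured after three days at 30 °C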
SARS 3CLpro inh = SARS-CoV 3CLpro protease inhibition; AID 1706; 290,000 tested, 0.14% active; inhibition, % at 6 µM; recombinant SARS-CoV 3CLpro, quenched FRET peptide cleavage; P0C6X7; in the data active = inhibition above about 12%
Anthrax LF inh2 = blocks Bacillus anthracis lethal factor protease; multiplex microsphere protease cleavage assay, LF; inhibition, % at 10 µM; 360,000 tested, 0.12% active; AID 588501; P15917; note: plate controls were buffer without enzyme for full effect and enzyme alone for no effect
Target sequence (P15917 whole entry, looked up): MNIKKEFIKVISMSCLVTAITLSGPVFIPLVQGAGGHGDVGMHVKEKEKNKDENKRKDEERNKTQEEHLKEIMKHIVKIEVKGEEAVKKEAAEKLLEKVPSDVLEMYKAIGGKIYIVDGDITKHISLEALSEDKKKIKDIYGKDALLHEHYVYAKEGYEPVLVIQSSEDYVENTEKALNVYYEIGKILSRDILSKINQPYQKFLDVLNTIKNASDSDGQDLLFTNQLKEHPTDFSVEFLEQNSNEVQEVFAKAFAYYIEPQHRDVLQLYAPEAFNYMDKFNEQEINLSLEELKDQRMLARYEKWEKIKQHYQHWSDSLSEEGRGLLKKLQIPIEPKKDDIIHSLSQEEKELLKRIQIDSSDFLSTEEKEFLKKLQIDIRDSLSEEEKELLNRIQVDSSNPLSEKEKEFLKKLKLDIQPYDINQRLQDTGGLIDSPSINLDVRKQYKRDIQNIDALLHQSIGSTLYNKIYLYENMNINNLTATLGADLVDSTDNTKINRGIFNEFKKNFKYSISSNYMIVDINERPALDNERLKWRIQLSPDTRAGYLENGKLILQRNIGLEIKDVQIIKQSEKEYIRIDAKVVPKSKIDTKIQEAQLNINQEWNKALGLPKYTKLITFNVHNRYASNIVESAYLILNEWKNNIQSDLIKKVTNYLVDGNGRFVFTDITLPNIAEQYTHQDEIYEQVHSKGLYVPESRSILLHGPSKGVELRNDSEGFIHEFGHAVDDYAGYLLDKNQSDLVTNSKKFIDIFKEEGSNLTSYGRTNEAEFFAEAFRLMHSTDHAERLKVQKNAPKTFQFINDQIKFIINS
TcdB inh = TcdB glycohydrolase inhibition; AID 652162; inhibition, % at 9.99 µM; 350,000 tested, 0.24% active; P18177; TcdB glycohydrolase enzymatic assay, plate reader; in the data active = inhibition above about 10%
SSB-PriA inh = inhibitors of Klebsiella pneumoniae PriA binding to SSB C-terminal tail; AlphaScreen SSBct-PriA binding, biotinylated peptide; inhibition, % at 33 µM; 430,000 tested, 0.6% active; AID 1272365; in the data active = inhibition mostly above about 37%, no sharp cut-off; inactive = mostly below about 20%;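 note: plate controls were negative control peptide for no effect and reference peptide for full effect; strong numbers were not always called active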
BoNT A protease = BoNT A light chain protease inhibition. multiplex microsphere protease substrate cleavage, flow cytometry. inhibition, % at 10 µM. 360,000 tested, 0.17% active; note: plate controls were buffer without enzyme for full effect and enzyme alone for no effect
* marks the source's active call; other numbers are inactive results; i = inactive; . = not tested or not shown. Cut-off read from the data, not from the text of the source, unless noted: active = inhibition above about 30%; inconclusive = no clear call, values can overlap the other calls; inactive = below that. These rows are one share of the data; the hit share may differ from the screen's.

A first look:
SMILES	BH1578 lux ind	Yp Topo-I inh	VHR inh abs	CCHFV vOTU inh	PfHsp40 rescue	SARS 3CLpro inh	Anthrax LF inh2	TcdB inh	SSB-PriA inh	BoNT A protease
O=C1c2ccccc2N2C(=O)c3ccccc3[C@H]2N1c1ccccc1	3.6	12	-12	2	12	5	0	.	-4	-0.1
Cc1[nH]c2ccccc2c1C(=O)C(=O)Nc1ccc2c(c1)OCCO2	0.6	-11	15	-5	-1.0	-7	3	-0.5	4	1.2
CSc1cccc(NC(=O)C2CCN(S(=O)(=O)c3cnc[nH]3)CC2)c1	-7.3	11	14	12	-0.8	1	-5	1.4	1	0.6
O=C1C=CN(C2OC(CO)C(O)C2O)C(=O)C1 (stereo not given)	i	-8	.	-17	.	.	1	1.2	.	-0.3
CCOc1cc(S(=O)(=O)N2CCN(c3ccc(F)cc3)CC2)c(OCC)cc1-n1cnnn1	-1.8	3	21	22	-0.8	2	-8	.	9	0.0
O=C(Nc1ccc(Cl)cc1)C1Cc2c(-c3ccccc3Oc3ccccc3)ccnc2O1 (stereo not given)	-0.3	24	.	7	.	.	-4	0.8	.	0.6
O=S(=O)(/N=C(/Nc1cccnc1Cl)c1ccccc1)c1ccccc1	-0.3	0	.	-5	-0.4	.	0	1.3	.	-0.2
CC1Cc2ccccc2N1C(=O)Cn1c(=O)oc2cc(S(=O)(=O)NC3CCCC3)ccc21 (stereo not given)	-0.2	16	11	5	-1.1	6	-3	0.9	-2	-0.1
O=C(O)CC(NC(=O)C12CC3CC(CC(C3)C1)C2)c1cccc([N+](=O)[O-])c1 (stereo not given)	-1.0	5	24	2	-0.2	4	-4	-0.5	-13	-0.3

The whole of this part (from the top)
SMILES	BH1578 lux ind	Yp Topo-I inh	VHR inh abs	CCHFV vOTU inh	PfHsp40 rescue	SARS 3CLpro inh	Anthrax LF inh2	TcdB inh	SSB-PriA inh	BoNT A protease
O=C1c2ccccc2N2C(=O)c3ccccc3[C@H]2N1c1ccccc1	3.6	12	-12	2	12	5	0	.	-4	-0.1
Cc1[nH]c2ccccc2c1C(=O)C(=O)Nc1ccc2c(c1)OCCO2	0.6	-11	15	-5	-1.0	-7	3	-0.5	4	1.2
CSc1cccc(NC(=O)C2CCN(S(=O)(=O)c3cnc[nH]3)CC2)c1	-7.3	11	14	12	-0.8	1	-5	1.4	1	0.6
O=C1C=CN(C2OC(CO)C(O)C2O)C(=O)C1 (stereo not given)	i	-8	.	-17	.	.	1	1.2	.	-0.3
CCOc1cc(S(=O)(=O)N2CCN(c3ccc(F)cc3)CC2)c(OCC)cc1-n1cnnn1	-1.8	3	21	22	-0.8	2	-8	.	9	0.0
O=C(Nc1ccc(Cl)cc1)C1Cc2c(-c3ccccc3Oc3ccccc3)ccnc2O1 (stereo not given)	-0.3	24	.	7	.	.	-4	0.8	.	0.6
O=S(=O)(/N=C(/Nc1cccnc1Cl)c1ccccc1)c1ccccc1	-0.3	0	.	-5	-0.4	.	0	1.3	.	-0.2
CC1Cc2ccccc2N1C(=O)Cn1c(=O)oc2cc(S(=O)(=O)NC3CCCC3)ccc21 (stereo not given)	-0.2	16	11	5	-1.1	6	-3	0.9	-2	-0.1
O=C(O)CC(NC(=O)C12CC3CC(CC(C3)C1)C2)c1cccc([N+](=O)[O-])c1 (stereo not given)	-1.0	5	24	2	-0.2	4	-4	-0.5	-13	-0.3
COc1ccccc1OCCCOc1c(Cl)cc(C)cc1Cl	i	39	2	-2	-0.9	1	-2	0.9	-56	-0.4
CCC(c1nnnn1Cc1ccco1)N(Cc1ccccc1OC)Cc1cc2cc(C)ccc2[nH]c1=O (stereo not given)	i	7	35	11	-1.2	-3	-8	.	2	0.3
CC1(C)CC2CC(C)(CN2/C=N/c2sc3c(c2C#N)CC(C)(C)NC3(C)C)C1 (stereo not given)	-0.9	8	22	-1	.	1	-4	2.5	.	0.1
CN(C)c1ccc(C(=O)N2CC(=O)N(CCc3ccccc3)C(=O)C2)cc1	i	11	8	8	-0.6	4	-2	.	-8	-0.1
COc1cc(NC(=O)COC(=O)c2cnccn2)c(C)cc1[N+](=O)[O-]	i	-16	8	7	-0.3	6	-1	0.9	-8	-0.6
Cc1n[nH]c(=O)n1-c1ccc(Oc2ccccc2)cc1	-0.4	-3	41	-5	0.8	-4	7	.	-7	0.2
CNC(=O)c1nnc(Cc2ccc(Cl)cc2)o1	-0.1	-1	17	7	-0.8	0	-4	1.2	-17	0.2
CCCCN1C(=S)SC(C)(C)C1/[N+]([O-])=C/c1cccnc1 (stereo not given)	-1.3	-12	8	13	-0.3	-3	-3	.	-24	0.0
Cc1ccc(CNC(=O)CSc2nc3ccccc3c(=O)n2CC2CCCO2)cc1 (stereo not given)	-4.2	-3	.	6	0.2	.	-1	0.9	3	-0.6
CCCOC(=O)C1=C(C)N(C)C(=O)NC1c1cc2c(cc1Br)OCO2 (stereo not given)	i	-12	-2	2	-1.3	0	6	3.0	-6	-3.7
CCCn1c(=O)c(C(=O)Nc2cccc(C)c2)c(O)c2ccccc21	-0.5	4	5	5	-0.7	3	-3	-1.3	3	-3.0
CCOC(=O)CSc1nnc(CCc2nc3ccccc3[nH]2)n1C	-0.3	10	13	-11	0.9	3	-1	.	-3	1.4
CC(C)(C(=O)N[C@H](CO)c1ccccc1)C(=O)N[C@H](CO)c1ccccc1	-2.2	2	-26	0	0.9	-1	-3	2.1	-10	-0.3
Clc1cccc(-c2nnc3n2CCCCC3)c1	-0.4	3	21	-16	2.1	6	-5	5.0	-13	-0.9
CCCc1nc2c(Cl)cc(C(F)(F)F)cn2c1Cc1ccc(OC)cc1C	.	.	.	5	.	.	1	0.7	.	3.6
CN1C(=O)c2ccc(Oc3ccccc3)cc2C1=O	-0.7	8	.	11	3.4	.	-1	0.5	-11	0.7

Pulled by compound from the entries so far, two records:
SMILES	BH1578 lux ind	Yp Topo-I inh	VHR inh abs	CCHFV vOTU inh	PfHsp40 rescue	SARS 3CLpro inh	Anthrax LF inh2	TcdB inh	SSB-PriA inh	BoNT A protease
CNC(=O)c1nnc(Cc2ccc(Cl)cc2)o1	-0.1	-1	17	7	-0.8	0	-4	1.2	-17	0.2
O=C1c2ccccc2N2C(=O)c3ccccc3[C@H]2N1c1ccccc1	3.6	12	-12	2	12	5	0	.	-4	-0.1

Other records.
SMILES	BH1578 lux ind	Yp Topo-I inh	VHR inh abs	CCHFV vOTU inh	PfHsp40 rescue	SARS 3CLpro inh	Anthrax LF inh2	TcdB inh	SSB-PriA inh	BoNT A protease
CCOC(=O)c1c(S(=O)(=O)NCCc2ccc(OC)c(OC)c2)c(C)n(C)c1C	i	3	-4	0	-0.6	-1	-2	-0.7	-13	0.3
O=C(NCc1ccc(Cl)cc1)C1CCN(S(=O)(=O)N2CCOCC2)CC1	0.4	8	22	5	-1.1	-1	-6	0.7	-10	0.5
CC(C)CN(CCCNC(=O)CN1C(=O)COc2ccc(S(=O)(=O)N3CCCCCC3)cc21)CC(C)C	-0.3	12	-10	3	1.6	-2	-4	0.5	-5	0.0
CN(C)/C=C(\C=O)c1cccc(Cl)c1	-0.3	-1	24	-9	-0.3	6	-2	1.4	-1	-0.7
CCCCc1cc(C(=O)Cc2ccccn2)c(O)cc1O	i	-2	.	-9	0.2	-6	-8	0.9	-6	-0.9
CC(C)OC(=O)CC12CN3CC(CC(=O)OC(C)C)(CN(C1)C(=O)c1ccccc1C3=O)C2=O	i	10	33	3	-2.0	-4	-3	.	-3	0.1
CS(=O)(=O)Cc1ccc(C(=O)NC(c2ccccc2)c2ccccc2)cc1	i	-8	10	0	2.1	0	10	-1.0	-7	1.1
CCCC(=O)Nc1ccc2nc(SCC(=O)Nc3ccc(N4CCOCC4)c(Cl)c3)sc2c1	-0.6	20	13	17	23	-1	2	.	-10	0.0
CCC(C)(C)n1nnnc1C(c1ccc(OC)c(OC)c1)N1CCN(c2ccc(OC)cc2)CC1 (stereo not given)	-1.2	15	23	0	-0.4	-4	-4	.	3	-1.1
CCCn1c(CCC(=O)Nc2ccccc2Cc2ccccc2)nc2cc(S(=O)(=O)N3CCOCC3)ccc21	i	43	12	5	1.5	3	-2	.	0	0.9
O=C(Cn1cc(C(=O)c2ccccc2F)c2ccccc21)NC1CC1	i	-1	16	12	-1.0	-3	-1	-0.1	5	-1.5
CCSc1nnc(-c2ccc(S(=O)(=O)NCc3cccs3)cc2)o1	i	13	0	.	0.0	-1	-2	0.7	-19	-0.9
COC1OCC(O)C(OC(=O)c2ccccc2)C1OC(=O)c1ccccc1 (stereo not given)	i	5	.	5	0.4	.	-1	2.6	-10	-0.4
CCOc1cc(C=O)cc(N=Nc2cccc([N+](=O)[O-])c2)c1O	-0.3	-2	34	-8	-1.4	-1	-9	0.6	3	-3.9
O=C(Nc1ccc(Cl)c(S(=O)(=O)N2CCOCC2)c1)c1ccc2c(c1)OCCO2	-1.6	-3	15	-2	1.4	-1	-3	1.3	-4	-0.9
CCC(NC(=O)c1cccc(Cn2cc([N+](=O)[O-])cn2)c1)c1ccc(C(C)C)cc1 (stereo not given)	1.0	1	2	-5	-0.1	0	-4	.	0	-0.9
Cc1ccc(CNC(=O)CCn2ccc3cc(S(=O)(=O)N4CCCC4)ccc32)cc1	-0.2	29	6	7	0.7	5	1	-7.4	-21	-2.2
O=C(NC1=NCCS1)c1cccc(NC(=O)c2ccco2)c1	-0.6	3	1	15	1.3	2	-15	.	-8	-3.9
COc1ccc(OC)c(S(=O)(=O)Nc2c(F)cccc2F)c1	-0.4	4	8	-8	-1.6	-3	2	.	-12	-0.4
O=C(CNS(=O)(=O)c1ccccc1)N1CCCC1	-1.0	7	20	-5	0.2	-3	-1	1.5	-8	1.0
O=c1[nH]c(-c2ccccc2Cl)nc2c1sc(=S)n2-c1ccccc1	-2.0	7	9	-10	-0.2	9	-3	3.1	-2	0.9
CC1CN(c2cc(=O)n(-c3ccc(Cl)cc3)c(=O)[nH]2)CC(C)O1 (stereo not given)	-0.3	3	18	4	-2.2	5	-12	-4.1	6	-0.8
C/C=C/COc1nc2c(c(=O)n(C)c(=O)n2C)n1C	0.4	2	4	6	-1.0	-4	-5	.	-2	0.6
Cc1cccc(CN(C)C)c1CC(O)(c1ccccc1)c1ccccc1	-0.8	5	.	-2	-0.4	.	-1	-0.2	-12	-0.2
CC(=O)OC(C(=O)NC1CCCCC1)c1ccc(Cl)c(Cl)c1 (stereo not given)	-0.5	1	16	-4	-0.3	8	-1	0.5	-18	-0.1
Continued.
SMILES	BH1578 lux ind	Yp Topo-I inh	VHR inh abs	CCHFV vOTU inh	PfHsp40 rescue	SARS 3CLpro inh	Anthrax LF inh2	TcdB inh	SSB-PriA inh	BoNT A protease
CCC(CO)n1c(SCc2cc(=O)oc3cc(C)ccc23)nc2ccccc2c1=O (stereo not given)	i	-2	17	3	3.6	2	2	.	7	0.3
CCn1c(NCc2ccc(OC)cc2)nc2ccccc21	18	7	-6	-12	-0.7	-1	-21	-0.2	-2	1.4
N#Cc1ccc(NC(=O)CSc2cn[nH]n2)cc1	-0.2	6	21	5	0.0	2	-2	0.6	7	-2.4
CC(=O)N1CCC2(CC1)CC(=O)c1cc(OCC(=O)N3CCCC3)ccc1O2	-0.7	1	8	-138	-1.3	-3	1	0.5	-7	-0.3
O=C(NN1C(=O)c2ccccc2C1=O)c1ccncc1	-1.6	11	18	3	-0.7	4	-4	-0.4	-1	-0.8
O=C(Nc1nc2nc(-c3ccccc3)cc(-c3ccccc3)n2n1)c1ccco1	i	13	22	-10	9.3	-2	-1	.	-19	0.6
O=C(CCC(=O)N/N=C/c1c[nH]c2ccccc12)NCc1ccccc1	-0.3	-1	-14	-7	0.2	0	-1	.	.	-0.1
CCn1c(=O)cc(SCC(=O)Nc2ccc(OC)c(OC)c2)c2ccccc21	-9.1	-3	12	-4	0.8	2	-6	.	-10	-0.7
Cc1ccc(/C=N/NC(=O)c2ccccc2OCc2cccc(Br)c2)o1	-0.3	40	22	-2	8.3	0	3	-0.1	.	-0.8
CCOC(=O)c1c[nH]c2ccc3ccccc3c2c1=O	-0.7	0	13	-4	-0.3	-3	-1	0.4	-13	0.1
